Granule exo inh = lytic granule exocytosis inhibition | inhibition, % at 10 µM | TALL-104 LAMP-1 surface exposure, flow cytometry; cells stimulated with thapsigargin and PMA | AID 651702 | 0.66% of 360,000 active;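 active = inhibition above about 55%, limit read from the data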
TROY NFkB inh = TROY signaling inhibition; Q293 LMP1-TROYcd NF-kB luciferase reporter, 4 h; inhibition, % at 10 µM; 0.98% of 360,000 active;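 active = compounds whose plate-normalised and pattern-corrected inhibition of the luciferase reporter signal at the single screening dose is 50% or more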
TWEAK-Fn14 inh = TWEAK-Fn14 signaling inhibition; TWEAK-stimulated Fn14 reporter cells, luciferase luminescence, 8 h; inhibition, % at 10 µM; 2% of 360,000 active; in the data active = inhibition above about 50%
NR2F2 inh = inhibitors of human COUP-TFII (NR2F2); HEK293T NGFI-A luciferase reporter, luminescence; inhibition, % at 8.6 µM; 0.7% of 370,000 active; AID 686940;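 active = inhibition above a per-plate cutoff, mean inhibition of test wells between control levels plus 3 SD, cut at about 38% in these data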;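 also: cells cotransfected with COUP-TFII expression vector driving the NGFI-A reporter; 0% = median of COUP-TF2 test wells and 100% = reporter-only cells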
LRH-1 inv ag = inverse agonists of human LRH-1 (NR5A2); inhibition, % at 3.6 µM; HEK293T StAR-luciferase reporter, LRH-1 transfected, 24 h; AID 602396; O00482; 0.13% of 360,000 active;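 active = inhibition above the mean inhibition of all tested compounds plus 3 SD, cut at about 73% in these data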;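 also: 0% = DMSO wells and 100% = reporter-only cells lacking LRH-1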
SRC2 inh = human SRC2 (NCOA2) inhibition. Q15596. HEK293 GAL4-SRC2 luciferase reporter, luminescence. inhibition, % at 9 µM. 0.17% of 370,000 active. AID 651957;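 active = inhibition above the mean inhibition of all tested compounds plus 3 SD, set per campaign, cut at about 52% in these data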;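 also: 0% = DMSO treated cells and 100% = cells given Gossypol at 36 µM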
NCOA3 inh = inhibitors of human steroid receptor coactivator 3 (SRC3) | Q9Y6Q9 | HEK293 GAL4-SRC3 luciferase reporter, luminescence | inhibition, % at 3.6 µM | 0.17% of 360,000 active | AID 588352;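 active = inhibition above a per-campaign cutoff, the mean of all compounds plus 3 SD, cut at about 60% in these data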;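 also: 0% = DMSO-treated cells and 100% = gossypol-treated cells at 36 µM; higher means less SRC3-driven luciferase light from the GAL4 reporter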
Target sequence (Q9Y6Q9 whole entry, looked up, the tested form may be a part): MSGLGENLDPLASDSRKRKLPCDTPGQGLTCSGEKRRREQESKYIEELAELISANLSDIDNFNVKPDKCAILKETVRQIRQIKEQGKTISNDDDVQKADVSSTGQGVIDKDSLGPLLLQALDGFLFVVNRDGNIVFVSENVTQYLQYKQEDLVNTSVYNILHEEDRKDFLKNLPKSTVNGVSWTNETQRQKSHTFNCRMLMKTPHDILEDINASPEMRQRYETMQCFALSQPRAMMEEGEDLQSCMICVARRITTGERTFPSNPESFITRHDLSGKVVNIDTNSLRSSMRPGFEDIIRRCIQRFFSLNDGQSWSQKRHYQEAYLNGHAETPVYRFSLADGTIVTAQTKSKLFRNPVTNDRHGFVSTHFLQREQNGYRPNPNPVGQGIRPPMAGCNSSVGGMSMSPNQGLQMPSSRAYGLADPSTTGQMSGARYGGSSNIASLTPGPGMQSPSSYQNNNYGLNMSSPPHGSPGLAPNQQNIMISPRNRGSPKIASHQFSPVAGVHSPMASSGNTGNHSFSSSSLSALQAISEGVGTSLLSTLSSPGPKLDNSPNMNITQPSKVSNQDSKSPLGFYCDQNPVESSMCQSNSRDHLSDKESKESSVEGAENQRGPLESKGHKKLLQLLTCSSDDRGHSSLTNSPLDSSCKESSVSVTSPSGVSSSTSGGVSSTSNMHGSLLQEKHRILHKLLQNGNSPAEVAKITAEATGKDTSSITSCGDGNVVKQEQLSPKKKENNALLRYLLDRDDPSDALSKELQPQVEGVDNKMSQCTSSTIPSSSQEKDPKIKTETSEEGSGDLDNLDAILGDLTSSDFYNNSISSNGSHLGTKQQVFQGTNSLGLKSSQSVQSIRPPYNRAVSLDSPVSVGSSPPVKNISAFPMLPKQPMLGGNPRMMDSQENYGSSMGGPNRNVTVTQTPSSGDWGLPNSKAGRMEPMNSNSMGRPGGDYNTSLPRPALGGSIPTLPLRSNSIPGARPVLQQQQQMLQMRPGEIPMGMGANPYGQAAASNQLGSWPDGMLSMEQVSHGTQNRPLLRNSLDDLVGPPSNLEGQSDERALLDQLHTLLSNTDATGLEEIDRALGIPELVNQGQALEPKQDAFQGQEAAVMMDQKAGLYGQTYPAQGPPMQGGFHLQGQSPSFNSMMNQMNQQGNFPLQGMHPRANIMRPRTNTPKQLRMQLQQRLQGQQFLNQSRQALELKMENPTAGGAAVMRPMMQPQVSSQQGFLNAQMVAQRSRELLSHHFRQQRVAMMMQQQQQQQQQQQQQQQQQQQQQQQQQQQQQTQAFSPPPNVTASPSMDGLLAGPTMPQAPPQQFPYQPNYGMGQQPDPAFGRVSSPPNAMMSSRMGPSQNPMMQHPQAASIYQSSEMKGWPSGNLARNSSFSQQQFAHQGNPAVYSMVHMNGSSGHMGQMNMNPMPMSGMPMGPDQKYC
ABHD5-PLIN5 inh = inhibitors of human ABHD5-perilipin-5 interaction; AID 602281; Split G. princeps luciferase complementation, luminescence, 4 h; 0.78% of 360,000 active; inhibition, % at 4 µM;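 active = inhibition above the mean inhibition across every tested compound plus 3 SD, cut at about 22% in these data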;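 also: 0% = DMSO only wells and the 100% control is not disclosed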
TLR9-MyD88 inh = TLR9-MyD88 interaction inhibition; AID 504734; CHO BLA complementation TLR9-MyD88, CCF4 FRET ratio; Q9NR96+Q99836; inhibition, % at 4.98 µM; 0.21% of 340,000 active;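 active = inhibition above the mean over all tested compounds plus 3 SD, cut at about 21% in these data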;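 also: 0% = DMSO only wells and 100% = clavulanate BLA inhibitor control wells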
NCOA1 inh = human NCOA1 inhibition; HEK293 GAL4-SRC1 luciferase reporter, luminescence; inhibition, % at 3.6 µM; 0.12% of 360,000 active; AID 588354;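 active = inhibition above the campaign mean plus 3 SD, with each screening campaign given its own cutoff, cut at about 60% in these data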;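 also: 0% = DMSO treated cells and 100% = gossypol at 36 µM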
NOD2 RIPK2 PPI = NOD2-RIPK2 protein interaction inhibition; CHO BLA complementation NOD2-RIPK2, CCF4 ratio; inhibition, % at 4.98 µM; 0.38% of 360,000 active; AID 624267; in the data active = inhibition above about 21%;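 also: 0% = vehicle only and 100% = reference blocker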
Active calls of the source: *; nt = not tested or not shown. This is a subset (hit frequency here may not be typical).

SMILES	Granule exo inh	TROY NFkB inh	TWEAK-Fn14 inh	NR2F2 inh	LRH-1 inv ag	SRC2 inh	NCOA3 inh	ABHD5-PLIN5 inh	TLR9-MyD88 inh	NCOA1 inh	NOD2 RIPK2 PPI
O=C(c1cc(-c2ccc(O)cc2)on1)N1CCN(c2ccccc2)CC1	3	22	-2	-10	-8	-20	-11	-7	-1	-1	1
Cc1ccc(S(=O)(=O)c2cc3ccccc3oc2=Nc2ccc3c(c2)OCO3)cc1	3	-21	-29	7	-16	-53	-7	2	-7	-12	-1
CCOc1ccc(NS(=O)(=O)c2ccc(C(=O)NCC(c3ccco3)N(C)C)cc2)cc1 (stereo unspecified)	-5	-4	3	-11	0	-9	11	3	-2	-10	-1
O=C(Nc1nnc(CCc2ccccc2)s1)c1ccccc1F	-10	3	-14	-45	-32	-11	-30	-7	-5	-60	7
COc1cc(/C=N/NC(=O)c2ccc3nc[nH]c3c2)cc(OC)c1OC(C)=O	-1	-5	11	-13	-3	-46	0	-6	-3	9	1
O=C(C1CC1)N1CCc2sccc2C1c1ccc(Cl)cc1 (stereo unspecified)	12	2	-71	-11	-4	17	-14	4	5	19	1
COc1ccc(C2(c3ccc(OC)cc3)NC(=O)N(CC(=O)N(C)C3CCC(C)CC3)C2=O)cc1 (stereo unspecified)	-6	10	14	-11	4	6	5	-15	9	-7	17
O=C(O)[C@H]1CCCC[C@H]1C(=O)Nc1ccc(S(=O)(=O)N2CCCCC2)cc1	-11	14	15	-6	-6	-3	-10	-3	0	17	2
COc1cc(/C=N\n2cnnc2)ccc1OCC(=O)Nc1ccc(C)cc1	-2	-8	-14	-7	7	8	-15	-6	3	-5	2
CCCOC(=O)CCCC[C@H]1SC[C@@H](NC(=O)OC)[C@H]1NC(=O)OC	2	5	-10	0	2	-2	8	4	4	14	-20
CCOC(=O)c1cnc(SC)nc1Sc1ccc(Cl)cc1Cl	-6	5	11	-8	15	-45	26	10	4	13	-11
O=C(COC(=O)c1cnc(Cl)c(Cl)c1)NC1CCCC1	26	-11	3	-8	16	5	16	2	-6	6	-9
Cn1ccnc1C(O)c1ccc(OCc2ccccc2)cc1 (stereo unspecified)	-6	-85	-14	-11	-16	-34	-8	6	-2	-14	-4
O=C1NN(c2ccccc2)C(=O)/C1=C/c1coc2ccccc2c1=O	-3	7	9	-35	-127	-102	-71	-2	3	-97	0
O=C(NCC(c1ccco1)N1CCc2ccccc2C1)c1ccc(Cl)c([N+](=O)[O-])c1 (stereo unspecified)	4	25	10	-20	3	-13	8	-8	-12	-4	1
COCCNC(=O)c1ccc(NS(=O)(=O)c2ccc3[nH]c(=O)[nH]c3c2)cc1	-10	11	2	4	-6	5	-1	-2	-8	1	-9
CCN(CC(=O)Nc1ccccc1OC)C(=O)c1ccccc1Sc1ccccc1C#N	-2	8	-5	8	12	9	6	4	-3	1	7
Cc1ccc(CN2CCN(CC(=O)N/N=C/c3c[nH]c4ccccc34)CC2)cc1	1	3	41	-1	14	0	9	6	-6	6	0
COC(=O)c1cn(NC(=O)COc2ccc(Cl)cc2)c(=O)c2ccccc12	1	-11	0	3	-5	-8	5	9	5	3	-6
CCC1(C)Cc2ccccc2-c2c1c(=O)n(Cc1ccccc1)c1nnnn21 (stereo unspecified)	10	0	21	4	-4	-3	-1	4	0	2	-5
O=Cc1ccccc1Oc1nc(N2CCOCC2)nc(N2CCOCC2)n1	4	-2	14	-7	7	-8	11	5	4	-3	-6
Nc1nc(CSC(=S)N2CCN(c3ccccc3)CC2)nc(Nc2ccccc2)n1	1	-34	40	1	-41	10	-8	-7	-14	9	-3
Cc1ccc2nc(CSc3nnc(Nc4ccccc4C)s3)cc(=O)n2c1	-2	-9	-4	3	-1	19	-17	4	9	-2	-7
CNC(=S)NNC(=O)c1cccc(N(C)C)c1	0	8	-7	-5	14	-9	-1	-6	-1	-7	0
CC(=O)Nc1cc(-c2ccoc2)cn2c(-c3ccccc3)cnc12	4	3	11	1	18	-33	-17	16	nt	-27	2
O=C(/C=C/c1ccccc1)C1C(=O)c2ccccc2C1=O	-4	-30	28	-25	-44	-77	-27	-11	-10	-41	2
O=c1[nH]c(/C(Cl)=C/c2cccc(C(F)(F)F)c2)nc2cc(Cl)ccc12	7	8	-10	-2	-5	2	0	-5	4	-9	15
CC(=O)Nc1ccc(-n2c(C)ccc2-c2ccccc2)cc1	10	-19	24	-9	-26	12	-23	3	-3	-4	-2
Cc1ccc(NC(=O)OCc2cncs2)cc1	-22	-51	-11	-34	-71	-15	-46	-2	-1	-66	-2
CC(NC(=O)CCSc1nc(-c2ccco2)cc(C(F)(F)F)n1)c1ccccc1 (stereo unspecified)	0	-8	-3	-24	0	0	13	3	-1	-7	-11
CCOC(=O)Cc1csc(NC(=O)c2c(O)c3c(n(CC(C)C)c2=O)CCCC3)n1	16	25	17	7	-9	12	13	-3	-5	-2	-4
Cc1ccc(NC(=O)[C@H](C)NC(=O)C2CCN(C(=O)[C@@H](NC(=O)OC(C)(C)C)C(C)C)CC2)cc1	-3	-1	13	3	-4	3	-4	6	2	10	-7
Cc1ccc(-n2nc3c(N4CCC(C(=O)NCc5ccc(C)o5)CC4)nnc(C)c3c2C)cc1	2	-26	-32	6	6	16	-3	20	-8	4	-2
CCn1cc(/C=N\NC(=O)c2ccc(F)cc2)cn1	0	-24	2	-19	-13	-2	9	-3	4	3	3
CCOC(=O)N1CCN(C(=O)Cn2nc(C)n3nc(-c4ccccc4)cc3c2=O)CC1	-4	3	8	8	16	-10	5	9	8	5	-7
Clc1cccc(Cc2c(C3CCCCC3)nc3ccc(Br)cn23)c1	-2	3	6	5	-8	5	3	-7	nt	-22	5
CCCn1c(Cc2ccccc2)nnc1SCC(=O)N1CCOCC1	0	-18	-6	-6	-6	-5	-20	4	-9	-10	-3
OC1CCCN(c2c3c(nc4cc(-c5cccc(Cl)c5)nn24)CCC3)C1 (stereo unspecified)	10	-33	26	-26	-37	-10	18	0	-2	0	3
COc1cccc(N2CCN(C(=O)c3cc(-c4ccccc4)nc4c3cnn4C(C)C)CC2)c1	1	14	-27	13	11	-3	-20	7	-6	5	-10
CC1(C(=O)Nc2cnc3ccccc3c2)CCN1Cc1ccc2ccccc2c1 (stereo unspecified)	5	36	21	12	7	-14	15	0	nt	-10	-3

4 records picked at random from the list so far:
SMILES	Granule exo inh	TROY NFkB inh	TWEAK-Fn14 inh	NR2F2 inh	LRH-1 inv ag	SRC2 inh	NCOA3 inh	ABHD5-PLIN5 inh	TLR9-MyD88 inh	NCOA1 inh	NOD2 RIPK2 PPI
CC1(C(=O)Nc2cnc3ccccc3c2)CCN1Cc1ccc2ccccc2c1 (stereo unspecified)	5	36	21	12	7	-14	15	0	nt	-10	-3
CC(=O)Nc1ccc(-n2c(C)ccc2-c2ccccc2)cc1	10	-19	24	-9	-26	12	-23	3	-3	-4	-2
CCCn1c(Cc2ccccc2)nnc1SCC(=O)N1CCOCC1	0	-18	-6	-6	-6	-5	-20	4	-9	-10	-3
CCOC(=O)Cc1csc(NC(=O)c2c(O)c3c(n(CC(C)C)c2=O)CCCC3)n1	16	25	17	7	-9	12	13	-3	-5	-2	-4

The results go on:
SMILES	Granule exo inh	TROY NFkB inh	TWEAK-Fn14 inh	NR2F2 inh	LRH-1 inv ag	SRC2 inh	NCOA3 inh	ABHD5-PLIN5 inh	TLR9-MyD88 inh	NCOA1 inh	NOD2 RIPK2 PPI
CCOC(=O)C1=C(c2ccccc2)Nc2ncnn2C1c1cc(OC)ccc1OC (stereo unspecified)	2	18	25	-15	3	12	11	-3	4	4	-2
O=C(CN1CCOCC1)Nc1ccc2c(c1)OC(F)(F)O2	0	-17	11	3	11	-2	-8	6	4	12	-5
COc1cccc(CSc2nnc(-c3ccncc3)n2C)c1	1	-8	29	3	9	18	-7	-2	-4	1	5
Cc1ccc(F)c(CNC(=O)C2CCC(=O)N(Cc3ccccn3)C2)c1F (stereo unspecified)	-2	11	-7	-19	11	-32	7	5	-3	-20	9
Cc1cc(=O)oc2c(CN3CCN(C)CC3)c(O)c(Cl)cc12	16	-6	33	7	20	3	13	-2	-3	9	-15
CCN(CC)CCSc1nnc2c3cc(F)ccc3n(Cc3ccccc3)c2n1	37	-12	-24	-7	11	-13	-5	0	6	-21	0
CC(NCCc1ccc(S(N)(=O)=O)cc1)C(=O)NCCc1ccc(F)cc1 (stereo unspecified)	-5	9	10	-9	-4	5	-16	-3	-4	16	2
COc1ccc(OC)c(NC(=O)/C=C/c2ccc(S(=O)(=O)N3CCOCC3)cc2)c1	-2	9	-10	14	10	2	10	-10	-2	1	-13
Cc1ccc(NC2CC(=O)N(c3ccc(N4CCCCC4)cc3)C2=O)cc1 (stereo unspecified)	-1	-6	-6	25	4	-12	13	2	8	3	4
Cc1cccc(C)c1NC(=O)CNC(=O)c1ccc(N2CCCC2=O)cc1	-3	-1	2	-2	-12	16	7	-2	9	-10	1
O=C(Nc1ccc2c(c1)OCO2)c1ccc2nc[nH]c2c1	0	-12	-26	-43	-102	-48	-43	1	3	-99	0
O=C(Nc1ccccc1C(=O)N1CCOCC1)c1cc2ccccc2o1	-10	14	3	21	-6	-12	-4	-2	4	0	-3
O=C(CCc1c[nH]c2ccccc12)Nc1ccc(S(=O)(=O)Nc2ncccn2)cc1	8	8	11	7	-16	4	5	-2	-2	-10	5
C/C(=N\N=C(/N)SC1CC(=O)N(c2ccc(Cl)c(Cl)c2)C1=O)c1cccs1 (stereo unspecified)	9	24	12	26	2	-11	-8	3	0	-9	-5
NC1=NC(c2ccc(Cl)cc2)C(C(=O)c2ccccc2)N1 (stereo unspecified)	-1	9	3	-12	-15	-23	18	-2	-3	-28	4
Cn1ccc(NC(=O)c2ccc(Cl)cc2Cl)n1	6	-54	5	-39	-95	-36	-47	7	-4	-75	2
Cc1c(C(=O)NC(C)C)sc2ncn(CC(=O)N3CCC(C)CC3)c(=O)c12	-1	-3	4	2	10	17	1	-2	10	-2	3
O[C@@H]1CN(CC2CCCCC2)[C@@H](c2ccccc2)C[C@H]1n1cc(-c2ccc(F)cc2)nn1	11	0	31	20	-17	25	-3	-14	-6	1	3
Cc1ccnc(NC(=O)CCNS(=O)(=O)c2ccc(C)c(C)c2)c1	2	30	29	-32	-138	-13	-49	1	-13	-98	-12
CS(=O)(=O)c1ccc(Nc2nc(C(N)CCc3ccccc3)cs2)cc1 (stereo unspecified)	-3	-3	-16	5	8	9	-28	-6	nt	-3	3
O=C(N/N=C/c1ccccc1OCc1ccccc1Cl)c1cccnc1	-1	11	9	5	-17	15	14	2	4	-33	4
Cc1cc(C)n(/N=C/c2ccccc2O)c(=O)c1	-3	-20	-1	5	3	-3	6	1	-7	7	-5
CCCCC(=O)Nc1c2c(nn1-c1cccc(C)c1C)CS(=O)(=O)C2	-8	-1	0	17	-4	4	7	1	-11	4	-2
O=C(Nc1ccc(NC(=O)c2ccc3c(c2)OCCO3)cc1)c1ccccc1	-5	16	-41	6	-28	0	-21	-2	4	0	-6
Cc1nn(Cc2cccc(C(N)=O)c2)c(C)c1Br	-4	-13	13	4	-10	9	-11	-6	8	19	2
CC(C(=O)Nc1nccs1)N1C(=O)C2CC=CCC2C1=O (stereo unspecified)	3	4	-3	-4	-3	3	9	-2	2	-8	-6
CC(C)OC(=O)CSc1nnc2c3ccccc3n(C)c2n1	2	-17	-17	0	-13	3	8	-2	6	-1	-5

Screens (PubChem)
